Assay outcomes as filed in PubChem BioAssay.
Growth percent in the NCI-60 one-dose screen (48 h, 10 µM unless noted): 100 = growth as untreated, 0 = no growth, -100 = all killed.
SR = SR leukemia cells; 73,000 tested, 8.7% active
K-562 = K-562 leukemia; 78,000 tested, 7.4% active
MDA-MB-435 = MDA-MB-435 melanoma; 82,000 tested, 7.8% active; AID 1794794
MDA-MB-231 = MDA-MB-231 breast cancer. AID 1794789. 81,000 tested, 5% active
MOLT-4 = MOLT-4 leukemia cells. 80,000 tested, 6.9% active
MDA-MB-468 = MDA-MB-468 breast cancer; 78,000 tested, 8.5% active
RPMI-8226 = RPMI-8226 leukemia cells; 77,000 tested, 7.5% active
MCF7 = MCF7 breast cancer. 82,000 tested, 6.3% active. AID 1794796
* = called active by the depositor; . = not tested or not shown; & = joins results of further samples; ! = a repeat was not active; [ ] = dose if it differs, or a comment. Rule for the calls: active = growth percent below 10; inactive = the rest. Outcome played no part in choosing rows; about 15% have a hit in one of these screens.

SMILES	SR	K-562	MDA-MB-435	MDA-MB-231	MOLT-4	MDA-MB-468	RPMI-8226	MCF7
C=C1CC[C@@H]2[C@](C)(COC(C)=O)[C@H](OC(C)=O)CC[C@@]2(C)[C@@H]1CC(Nc1ccc(S(=O)(=O)NC(C)=O)cc1)C1=CCOC1=O (stereo not given in full)	2.1*	4.8*	-39*	-39*	0.1*	-54*	-16*	-34*
COc1ccc(OC)c(-c2cc(-c3ccc(Cl)cc3)c(C#N)c(SCC(=O)c3ccc(Cl)cc3)n2)c1	85	88	95	81	117	88	92	82
CCc1ccc(C2=C/C(=C/c3ccc(Br)cc3)C(=O)N2CCc2ccc(S(N)(=O)=O)cc2)cc1	99	85	96	88	79	103	94	84
CNc1nc2c(s1)C(c1ccc(OC)cc1)CC(=O)N2 (stereo not given)	.	97	103	92	111	96	105	95
C/C(=N\Nc1ccc([N+](=O)[O-])cc1[N+](=O)[O-])c1ccc[nH]1	96	104	108	96	102	99	103	96
C=CC(=O)N[C@H](Cc1ccc(-c2cc(Cl)cc(Cl)c2)cc1)[C@H](O)[C@@H](O)C(=O)OCC	78	81	100	96	66	73	82	89
Nc1nc(CC(=O)NCCc2ccccc2)nn1C(=O)c1ccc(Cl)cc1	89	87	116	116	95	114	103	100
Nc1cc(S(=O)(=O)O)cc2cccc(S(=O)(=O)O)c12	.	84	112	111	93	124	118	109
CC(C)=CCC[C@](C)(O)[C@H]1CC[C@]2(C)[C@@H]1CC[C@@H]1[C@@]3(C)Cc4cn(-c5ccccc5)nc4C(C)(C)[C@@H]3CC[C@]12C	66	87	86	77	64	80	65	78
C[C@H](c1nc2ccc(F)cc2[nH]1)[C@H]1CC[C@H]2[C@@H]3CCC4=CC(=O)CC[C@]4(C)[C@H]3CC[C@]12C	44	42	87	81	57	65	60	59
CN1CCN(CCNc2nccc(-c3c(-c4ccc(F)c(O)c4)nc4sccn34)n2)S1(=O)=O	56	38	27	61	32	38	34	45
COc1cc2c(cc1OCCCOc1ccc(-c3ccc4c(c3)c3cc(-c5ccc(OCCCOc6cc7c(cc6OC)C(=O)N6CCC[C@H]6C=N7)cc5)ccc3n4S(=O)(=O)c3ccc(F)cc3)cc1)N=C[C@@H]1CCCN1C2=O	71	87	106	90	98	.	73	43
CC(=O)O[C@H]1CC[C@@]2(C)[C@@H](CC[C@@H]3[C@@H]2CC(=O)[C@]2(C)[C@@H]4C(=O)C=C5CCCCC5[C@@H]4C[C@@H]32)C1 (stereo not given in full)	71	59	111	63	51	84	81	99
N#CC1=C(N)Oc2c(sc3c(Br)cccc23)C1c1ccc(Br)cc1 (stereo not given)	4.2*	8.2*	-53*	.	7.1*	12	.	11
COc1ccc(-c2nnc(SC/C(=N\O)c3ccccc3)o2)cc1	100	94	106	92	80	97	89	104
O=C(Cn1cc(CO)nn1)Nc1nc(-c2ccc(Cl)cc2)cs1	96	93	102	98	101	98	110	93
OCCNCCN=C1CCC(=NCCNCCO)CC1	.	67	84	79	.	103	89	96
CCN(CC)Cc1cc(Nc2ccnc3cc(Cl)ccc23)ccc1OC	83	45	78	56	79	94	72	87
CC(=O)c1ccc(OCC(=O)Nc2nc(-c3ccc(Cl)cc3)cs2)cc1	87	109	107	108	82	124	108	99
CSc1nc(Cl)cc(Cl)n1	95	92	99	113	93	.	102	97

Some of the entries so far, comma-delimited.
SMILES,SR,K-562,MDA-MB-435,MDA-MB-231,MOLT-4,MDA-MB-468,RPMI-8226,MCF7
CN1CCN(CCNc2nccc(-c3c(-c4ccc(F)c(O)c4)nc4sccn34)n2)S1(=O)=O,56,38,27,61,32,38,34,45
COc1cc2c(cc1OCCCOc1ccc(-c3ccc4c(c3)c3cc(-c5ccc(OCCCOc6cc7c(cc6OC)C(=O)N6CCC[C@H]6C=N7)cc5)ccc3n4S(=O)(=O)c3ccc(F)cc3)cc1)N=C[C@@H]1CCCN1C2=O,71,87,106,90,98,.,73,43

The list continues:
SMILES	SR	K-562	MDA-MB-435	MDA-MB-231	MOLT-4	MDA-MB-468	RPMI-8226	MCF7
CCOC(=O)C1C(=O)OC2CCCCC21 (stereo not given)	88	102	114	101	89	110	100	95
OCC1C(O)CON(c2ccccc2)C1c1ccccc1 (stereo not given)	92	100	102	112	108	104	115	119
COc1ccc2cc(-c3nc4ccccc4[nH]3)c(Cl)nc2c1OC	78	93	112	82	89	94	97	83
COc1ccc2ccccc2c1/C=C(\C#N)C(=O)N1c2ccccc2Sc2ccc(SC)cc21	118	102	100	96	97	91	.	88
CCC(c1ccccc1)c1nn2c(-c3cccs3)nnc2s1 (stereo not given)	113	87	113	76	111	94	83	88
CCOC(=O)CNC(=O)C(Cc1ccccc1)NC(=O)c1ccccc1[N+](=O)[O-] (stereo not given)	99	102	99	109	101	104	97	105
O=C(CSc1nccc(=O)[nH]1)Nc1ccc(-c2nc3ccccc3[nH]2)cc1	117	105	111	102	111	118	109	103
O=C1OC(c2ccccc2)=N/C1=C\c1ccccc1Cl	105&98	109&120	105&105	110&101	108&111	103&126	121&118	97&92
CC1=C(NCCCN2CCCC2)C(=O)c2c(OCc3ccccc3)cccc2C1=O	82	88	89	94	86	75	79	84
CCCCC(c1ccccc1)c1ccccn1 (stereo not given)	115	105	97	107	125	.	94	84
COC(=O)c1ccc2c(c1)C(=O)N(Cc1ccc(S(N)(=O)=O)cc1)C2=O	105	.	105	101	101	92	103	100
BrCC(Br)C1OCCCO1 (stereo not given)	95[100 µM]	98[100 µM]	99[100 µM]	104[100 µM]	113[100 µM]	103[100 µM]	114[100 µM]	92[100 µM]
CC(=O)Oc1c[nH]c2ccccc12	129	109	105	82	123	92	96	82
CCOC(=O)C1NN(c2ccc(S(N)(=O)=O)cc2)c2nc3nc(-c4ccc(OC)cc4)cc(-c4cccs4)c3c(=O)n21 (stereo not given)	.	93	98	89	88	116	87	82
CCOc1ccc2nc(NC(=O)Nc3cccc(Cl)c3)sc2c1	62	81	92	96	76	81	103	59
COc1ccc(CCN2C(CC(=O)c3ccccc3)CCCC2CC(=O)c2ccccc2)cc1OC (stereo not given)	123	120	.	110	100	103	107	98
CCC(C)C(NC(=O)OCc1ccccc1)C(=O)NC(C(=O)O)C(C)C (stereo not given)	99	130	113	118	108	102	107	96
CCOC(=O)C1=C(C)NC(=S)NC1c1cccc(O)c1 (stereo not given)	.	85	104	104	.	102	113	95
CCOC(=O)C1=C(CC)NC(=O)N(C)C1c1ccccc1 (stereo not given)	137	101	100	96	113	.	96	102
COC(CCN1C(=O)c2ccccc2C1=O)C(Br)CC(=O)O (stereo not given)	80	94	101	115	100	103	103	97
CC(C)(C)[Si](C)(C)OC1[C@@H](O[Si](C)(C)C(C)(C)C)[C@@H](CNC(=O)NC(=O)C(F)(F)F)O[C@H]1n1cnc2c(NC(=O)Nc3ccccc3)ncnc21 (stereo not given in full)	-42*	-41*	-4.8*	83	-42*	102	4.9*	48
Clc1ccc2c(NCCCCNc3nc(N4CCOCC4)nc4ccccc34)ccnc2c1	-19*	.	14	-58*	18	25	-32*	33
O=C(c1nc(=S)[nH][nH]1)c1cnc2n(c1=O)CCCCC2	100	103	112	105	102	91	.	99
O=C1/C(=C/c2ccc(Cl)cc2)SC(=Nc2ccc(Cl)cc2)N1Cc1nc2ccccc2[nH]1	47	58	76	59	57	79	.	59
O=C1CC2C(/C=N/NC(=O)c3ccncc3)C(C[C@@H]2Cl)O1 (stereo not given in full)	97	93	95	100	87	93	95	94
Cc1cccc(Cc2cnc(NC(=O)CCCOc3ccc(Cl)cc3)s2)c1	18	26	-53*	42	40	3.8*	23	20
CCN(CC)C(Cl)=Nc1ccc(Cl)cc1	84	121	100	102	96	103	95	101
Cc1ccn2c(C(=O)NCc3ccc(OCc4cn(Cc5ccc([N+](=O)[O-])cc5)nn4)cc3)c(C)nc2c1	.	57	92	73	74	42	56	79
CCOC(=O)CC(c1ccccc1)N1CCCCC1 (stereo not given)	97	105	103	113	102	105	104	98
Cc1cc(SC#N)cc(C(C)(C)C)c1O	86	91	107	113	67	105	97	97

Ordered by SMILES length (highest first): part of the list above.
SMILES	SR	K-562	MDA-MB-435	MDA-MB-231	MOLT-4	MDA-MB-468	RPMI-8226	MCF7
O=C1CC2C(/C=N/NC(=O)c3ccncc3)C(C[C@@H]2Cl)O1 (stereo not given in full)	97	93	95	100	87	93	95	94
O=C(c1nc(=S)[nH][nH]1)c1cnc2n(c1=O)CCCCC2	100	103	112	105	102	91	.	99
Cc1cc(SC#N)cc(C(C)(C)C)c1O	86	91	107	113	67	105	97	97

Given with values under each structure: entries from further up.
Second line of a record – SR, K-562, MDA-MB-435, MDA-MB-231, MOLT-4, MDA-MB-468, RPMI-8226, MCF7
- C=CC(=O)N[C@H](Cc1ccc(-c2cc(Cl)cc(Cl)c2)cc1)[C@H](O)[C@@H](O)C(=O)OCC
    78, 81, 100, 96, 66, 73, 82, 89
- Nc1nc(CC(=O)NCCc2ccccc2)nn1C(=O)c1ccc(Cl)cc1
    89, 87, 116, 116, 95, 114, 103, 100

New compounds follow.
SMILES	SR	K-562	MDA-MB-435	MDA-MB-231	MOLT-4	MDA-MB-468	RPMI-8226	MCF7
O[C@H](c1cc(C(F)(F)F)nc2c(C(F)(F)F)cccc12)[C@@H]1CCCCN1	12	8.6*!	69&64	18&15	33	-6.9*!	79&70	13&21
Cc1ccc(O)c(C(C)c2ccccc2)c1 (stereo not given)	88	102	108	105	99	110	103	99
CC1=C2C(=O)C[C@]2(C)[C@H]2C[C@@](C)(CO)C[C@H]2[C@@H]1O	95	96	100	109	97	105	111	93
COC(=O)CC[C@@H](C)[C@H]1CC[C@@]2(C)[C@@H]3C(=O)C[C@H]4C(C)(C)[C@@H](OC(C)=O)CC[C@]4(C)[C@H]3C(=O)C[C@]12C	91	90	110	109	89	109	88	98
Cc1ccc(C(=O)Nc2cccc(-c3cn(-c4ccc(S(N)(=O)=O)cc4)nn3)c2)cc1C(F)(F)F	84	79	82	88	77	52	84	46
Cc1ccc(/C(CN2CCN(c3cc4c(cc3F)c(=O)c(C(=O)O)cn4C3CC3)CC2)=N\O)cc1	95	96	85	79	.	83	80	91
CN(CCC1CCCCC1)Cc1ccccc1	96	96	101	111	98	105	89	96
O=C(C[C@]1(O)C(=O)Nc2ccc(Br)cc21)c1ccc[nH]1	96	98	107	84	102	113	92	.
Nc1ccc(S(=O)(=O)Nc2cccc(C(F)(F)F)c2)cc1	102&119	113&101	105&116	94&103	100&101	96&92	99&83	101&97
COc1ccc(CNC(=O)c2c(C)n([O-])c3ccc(F)cc3[n+]2=O)cc1	85	90	113	85	87	.	82	85
C=CCc1c(O)c(C=O)c(OC)c2c(=O)cc(-c3ccc(OC)cc3)oc12	111	135	99	72	113	97	94	86
C(=Nc1ccc(N2CCN(c3ccccc3)CC2)cc1)c1ccccn1	90	80	102	105	90	101	94	86
[O-][n+]1onc(-c2csc(-n3nc(C(F)(F)F)cc3C(F)(F)F)n2)c1-c1ccccc1	75	82	95	75	84	95	.	75
Cc1c(Cl)cccc1NC(=O)CN1CCOCC1	86	92	99	106	82	107	101	98
O=C(Cc1ccc(/C=C/C(=O)c2ncc[nH]2)cc1)Nc1ccc(Cl)cc1	1.0*	8.0*	24	22	5.1*	9.5*	-29*	13
c1ccc2c(c1)nnn2-c1ccncc1	92	108	105	93	99	81	72	89
Cc1nnc2c(N3NC(=O)CC3=O)nc3ccccc3n12	100	100	99	102	102	100	97	95
Cc1cc(C)cc(NC(=O)CSc2oc(-c3ccccc3)nc2S(=O)(=O)c2ccc(F)cc2)c1	43	71	100	63	94	104	96	92
COc1ccc(C(CC(=O)c2ccccc2)Sc2ccccc2N)cc1 (stereo not given)	.	75	102	99	83	88	80	51
COc1cc2cc(NCc3ccncc3)nc(C)c2cc1OC	71	126	106	86	109	88	106	93

Limited to MCF7 and MDA-MB-435, for 2 of the compounds above:
SMILES | MCF7 | MDA-MB-435
Cc1c(Cl)cccc1NC(=O)CN1CCOCC1 | 98 | 99
O=C(Cc1ccc(/C=C/C(=O)c2ncc[nH]2)cc1)Nc1ccc(Cl)cc1 | 13 | 24

Carrying on:
SMILES	SR	K-562	MDA-MB-435	MDA-MB-231	MOLT-4	MDA-MB-468	RPMI-8226	MCF7
CCc1ccc(-c2ccc(=O)n(-c3ccc(S(N)(=O)=O)cc3)n2)cc1	-12*	11	-18*	67	16	7.9*	-30*	30
CC(=O)SC1CC(=O)C=C2CCC3C4CCC(=O)OC4(C)CCC3C21C (stereo not given)	111	103	.	.	105	.	103	97
O=C(CSCc1ccccc1)c1ccccc1	93	101	118	118	99	109	90	105
O=C(CSc1nc2ccccc2c(=O)n1-c1ccc(Cl)cc1)N/N=C/c1ccc(Oc2ccc(Br)cc2)cc1	94	92	103	107	96	101	107	95
Nc1nc(NCc2ccccc2)c2c(n1)[nH]c1cc(Cl)c(O)cc12	34	89	99	66	69	72	57	79
O=C(Nc1ccc(Cl)cc1F)c1cc(F)ccc1O	.	5.4*	0.1*	-18*	-13*	3.6*	-23*	3.2*
O=C(O)c1ccccc1C(=O)Nc1ccccc1Cl	97	110	100	91	102	94	106	94
COc1ccc2cc(C(=O)/C=C/N(C)C)ccc2c1	74	.	96	102	89	116	95	81
O=C(/C=C/Nc1ccc(S(=O)(=O)O)cc1)c1ccccc1	93	99	98	98	103	105	102	90
CCN(CC)CCCN1C(=O)c2c(c(C)c3c(oc4cc(O)ccc43)c2C)C1=O	8.3*	-14*	-61*	-80*	-5.3*	102	-30*	-69*
CC(=O)O[C@H]1CC[C@@]2(C)[C@@H](CC[C@@H]3[C@@H]2CC[C@]2(C)C=C(C=O)C[C@@H]32)C1	2.2*	82	58	103	-29*	111	8.6*	7.0*
CCN(CC)C(=O)N1C(=O)c2ccccc2S1(=O)=O	86	96	95	105	.	80	86	92
Cc1ccc(S(=O)(=O)Oc2ccc(C)cc2Br)cc1	56	70	51	97	86	80	88	91
CC(=O)Nc1ccc(S(=O)(=O)N=C(N)N)cc1	110	101	111	84	109	101	102	96
COc1ccc(OC)c(Cn2cc3c(c2-c2cc(OC)c(OC)c(OC)c2)CCCc2cnoc2-3)c1	68	44	57	57	52	68	59	51
